# Source: PubChem BioAssay
# CR mimetic SO: caloric restriction mimetics inhibiting age-related superoxide in yeast; S. cerevisiae aged cells, superoxide DHE fluorescence; active compounds read low; superoxide response (% of plate mean), % at 10 µM; AID 2690; 0.18% of 330,000 active;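 active = superoxide response under a set limit, about three screen SD below normal, cut at about 65% in these data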;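 also: yeast aged for seven days with compound at 30 °C before DHE staining; 100% = average MFI of all compound-treated wells on the plate with controls excluded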
# GASC-1 inh: human JMJD2C demethylase inhibition. AID 2099. Q9H3R0. GST-JMJD2C(1-420) H3K9me3 demethylation, DELFIA europium. 0.069% of 330,000 active. inhibition, % at 2.35 µM;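 active = more than half of a compound's replicate wells show inhibition beyond 50%, single wells judged on their own value; inconclusive = some, but no more than half, of replicates pass 50% inhibition; inactive = no replicate passes 50% inhibition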;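 also: signal counts dimethyl H3K9 product captured on neutravidin plate; 0% = median of DMSO wells and 100% = 0.3 times that DMSO median; strong numbers were not always called active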
# Target sequence (Q9H3R0 1-420 limits assumed): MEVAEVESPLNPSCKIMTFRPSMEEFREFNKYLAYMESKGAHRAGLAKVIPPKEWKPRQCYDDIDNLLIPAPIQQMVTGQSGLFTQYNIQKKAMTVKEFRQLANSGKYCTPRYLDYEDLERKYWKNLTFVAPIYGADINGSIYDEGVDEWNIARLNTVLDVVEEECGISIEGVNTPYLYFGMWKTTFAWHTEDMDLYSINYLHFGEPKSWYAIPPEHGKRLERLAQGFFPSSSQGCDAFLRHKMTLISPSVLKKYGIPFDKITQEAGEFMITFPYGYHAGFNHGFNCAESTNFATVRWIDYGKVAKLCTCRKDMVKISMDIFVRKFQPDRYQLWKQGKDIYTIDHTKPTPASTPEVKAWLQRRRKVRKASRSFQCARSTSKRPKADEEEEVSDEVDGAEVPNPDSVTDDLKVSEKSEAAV
# ZTA counter: blocks Epstein-Barr virus ZTA, an EBNA-1 counter-screen. ZTA-DNA binding, fluorescence polarization. inhibition, % at 11 µM. 0.15% of 320,000 active; in the data active = inhibition above about 33%
# Target sequence (P03206 whole entry, looked up): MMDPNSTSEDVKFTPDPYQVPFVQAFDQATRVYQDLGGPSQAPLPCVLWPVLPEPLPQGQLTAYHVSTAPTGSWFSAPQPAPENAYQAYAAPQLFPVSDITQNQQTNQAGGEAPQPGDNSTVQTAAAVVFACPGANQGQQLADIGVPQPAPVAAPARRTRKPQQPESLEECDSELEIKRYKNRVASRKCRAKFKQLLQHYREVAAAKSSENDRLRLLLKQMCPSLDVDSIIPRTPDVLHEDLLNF
# PP1 counter: counter-screen for PP5 inhibitors: inhibitors of human PP1-alpha | P62136 | purified PP1alpha, OMFP fluorescence | inhibition, % at 6.7 µM | 0.9% of 320,000 active | AID 2235;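 active = inhibition above the mean inhibition of all tested compounds plus 3 SD, computed separately for each screening campaign, cut at about 15% in these data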
# Target sequence (P62136 whole entry, looked up): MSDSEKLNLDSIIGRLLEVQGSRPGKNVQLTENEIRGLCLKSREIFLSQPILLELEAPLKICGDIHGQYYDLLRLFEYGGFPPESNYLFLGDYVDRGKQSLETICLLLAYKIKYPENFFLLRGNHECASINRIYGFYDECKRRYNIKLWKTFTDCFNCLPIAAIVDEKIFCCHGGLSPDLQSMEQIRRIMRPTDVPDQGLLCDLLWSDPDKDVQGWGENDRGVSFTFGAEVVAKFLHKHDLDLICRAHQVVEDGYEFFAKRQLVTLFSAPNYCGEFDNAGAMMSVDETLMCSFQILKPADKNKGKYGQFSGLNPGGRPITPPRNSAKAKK
# PP5 inh: blocks human protein phosphatase 5 activity | P53041 | purified PP5c, OMFP substrate fluorescence | inhibition, % at 6.7 µM | 0.18% of 320,000 active;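 active = inhibition above the campaign's mean inhibition across all tested compounds plus 3 SD, cut at about 9.5% in these data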;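 also: 0% = DMSO only and 100% = 100 µM cantharidin control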
# TPT1 inhibitor: inhibitors of Candida albicans tRNA 2'-phosphotransferase TPT1; recombinant caTPT1, FP RNA substrate dephosphorylation; inhibition, % at 5 µM; 0.81% of 300,000 active; AID 1962;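 active = inhibition above the mean of all tested compounds plus 3 SD, set per screening campaign, cut at about 24% in these data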;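 also: plate controls were DMSO alone for no effect and ferristatin control at 100 nM for full effect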
# CTSL1 counter: blocks F. hepatica cathepsin L1 in PFM18AAP counter-screen. recombinant F. hepatica cathepsin L1, Z-Leu-Arg-MCA fluorescence. inhibition, % at 5.96 µM. 0.49% of 300,000 active;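 active = inhibition above the mean of all tested compounds plus 3 SD, set per screening campaign, cut at about 17% in these data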;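 also: 0% = plate median of test compound wells and 100% = 1 µM Z-Phe-Ala-diazomethylketone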
# core dimer inh: HCV core protein dimerization inhibition; TR-FRET GST/Flag-core106 dimerization, 1536-well; inhibition, % at 5 µM; 0.33% of 300,000 active; AID 1899;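 active = inhibition above the mean of all tested compounds plus 3 SD, set per screening campaign, cut at about 45% in these data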
#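 System: GST-tagged and Flag-tagged HCV core protein residues 1-106 / Input: core106 proteins, GST 13.5 nM and Flag 17 nM / Buffer or medium: KF-containing HEPES buffer, pH 7.45, DTT, CHAPS, BSA / Probe or stimulus: Eu-anti-GST and XL665-anti-Flag labelled anti-tag antibodies / Schedule: 4 h, 22.5 °C incubation / Technique: TR-FRET 671 and 617 nm emission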
# EBNA-1 inh: blocks EBNA-1 binding to DNA; EBNA-1 DNA binding, fluorescence polarization; AID 1950; 0.34% of 300,000 active; inhibition, % at 14.8 µM; in the data active = inhibition above about 28%
# * = called active by the depositor; i = inactive; ? = inconclusive; nt = not tested or not shown.
SMILES,CR mimetic SO,GASC-1 inh,ZTA counter,PP1 counter,PP5 inh,TPT1 inhibitor,CTSL1 counter,core dimer inh,EBNA-1 inh
COc1cccc(C2/C(=C(/O)c3ccc4c(c3)CC(C)O4)C(=O)C(=O)N2CCCn2ccnc2)c1 (configuration not stated),88,-1,-6,1,4.3,-2,3,-14,-5
CC1CCCC(NC(=O)CCS(=O)(=O)c2ccc3c(c2)NC(=O)CS3)C1C (configuration not stated),95,-2,-2,-1,1.1,3,-4,1,-4
CCOc1cc(C)c(C(C)C)cc1S(=O)(=O)NCc1ccccn1,109,8,-4,1,1.6,-2,2,1,-3
O=C(CCc1nnc(-c2ccccc2)o1)NCc1cc(F)ccc1F,98,25,6,-4,-0.9,3,-6,0,-2
O=C(Nc1ccc(Cl)c(Cl)c1)Nc1ccccc1NS(=O)(=O)c1cccs1,120,1,10,3,1.1,0,-1,6,17
CC(C)n1cnc2c(Nc3cccc(Cl)c3)nc(NCCCO)nc21,110,-1,-7,4,2.4,-1,0,-12,14
C=CCn1c(O)c(C2=c3ccccc3=NC2=O)s/c1=N/c1nccs1,105,-2,3,23*,1.1,4,0,41,8
O=C(CNC1CCCCC1)Nc1cccc(C(F)(F)F)c1,103,-2,-16,-1,3.6,-1,2,3,-4
Cc1ccccc1C(=O)Nc1ccnn1C1CCN(Cc2cnn(C(C)C)c2)CC1,96,-10,3,5,2.4,-4,2,-17,7
COc1ccc(-n2nnnc2SCC(=O)Nc2ccc3c(c2)OCCO3)cc1OC,81,0,-4,-2,2.1,0,-5,0,-3
CCOC(=O)c1ccc(CNC(=O)c2cc(COc3ccccc3SC)on2)o1,86,-3,-17,4,4.3,-1,-5,1,-10
CCOc1ccc(C(=O)Nc2ncn[nH]2)cc1,98,-12,26,-1,0.5,-3,-3,3,1
NC(=O)[C@H]1CC2(CC(c3cccc(NC(=O)[C@H]4CCC(=O)N4)c3)=NO2)CN1C(=O)c1cc([N+](=O)[O-])cc([N+](=O)[O-])c1 (some centres not stated),112,4,9,-2,1.1,-2,-2,6,3
COc1ccc(S(=O)(=O)N2CCOCC2)cc1C(=O)NC1CCCCCC1,116,3,-7,-2,-0.6,nt,nt,nt,nt
CCCCC1=CC2=CC(=O)C(C)(OC(=O)CC)C(=O)C2=CN1Cc1ccc(OC)cc1 (configuration not stated),99,6,-10,4,3.2,1,-4,8,-7
CC(=O)Nc1ccccc1-c1nc2ccccc2nc1OCC(=O)c1ccc2ccccc2c1,96,nt,0,1,2.1,2,0,0,-5
CCOc1cccc(C(=O)Nc2ccc3oc(-c4cccnc4)nc3c2)c1,93,-2,0,1,-0.8,3,-1,5,3
COC(=O)c1cc2nc(-c3ccccc3)cc(C(F)(F)F)n2n1,98,?,-13,-2,1.8,-1,2,3,-13
O=C(Nc1ccc(F)cc1)C1C2CCC3C(CCC21)C3(Cl)Cl (configuration not stated),112,-28,5,-5,4.4,1,-3,-1,9
CCOc1ccc(C(=O)N2CCCC2)cc1,105,31,6,0,-2.6,-1,0,-6,2
O=C(CN1C(=O)/C(=C/c2cccc(Br)c2)SC1=S)NCCCN1CCOCC1,96,5,-9,-2,3.2,5,-2,3,-4
CC(C)OCCCNC(=O)CCCC(=O)Nc1ccc(OCCc2ccccc2)cc1,103,-9,-1,-2,2.4,2,5,0,2
O=C(c1ccccc1)c1nnc(-c2ccccc2F)o1,93,-1,-17,0,3.5,-1,5,-2,-10
Cc1nn(Cc2ccc(F)cc2)c(C)c1NC(=O)c1noc2c1CCCCC2,92,2,-10,2,1.1,-1,-4,1,-1
COc1cc(CN2CCC(N3CCC(C(=O)N4CCCC4)CC3)CC2)cc2c1OCO2,99,-5,-8,-2,-1.1,1,1,-4,-1
O=C(O)c1cnn2c(C(F)F)cc(C3CC3)nc12,100,1,-11,0,1.1,-4,-1,3,7
COc1ccc(N2C(=O)CC(Sc3nc4c(cc3C#N)CCC4)C2=O)cc1 (configuration not stated),96,3,-1,-1,-2.7,-3,2,1,1
COCCCNC(=O)CC(NS(=O)(=O)c1ccc(Cl)cc1)c1ccco1 (configuration not stated),91,-5,-3,1,-2.0,-8,1,-1,12
CCOC(=O)c1cccc(-c2c(-c3ccccc3)ncc3cc(OC)c(OC)cc23)c1,106,-4,-12,-1,3.1,nt,nt,nt,nt
C[C@@H]1C(=O)O[C@H]2C[C@@]34[C@H]5C[C@@H](C(C)(C)C)[C@]36[C@@H](OC(=O)[C@@H]6O)O[C@@]4(C(=O)O5)[C@]21O,92,5,-1,-3,-0.2,-3,-5,8,4
NC(=O)C1CCN(C(=O)c2cnn(-c3ccccc3)c2NC(=O)c2cccc(F)c2)CC1,95,75*,-7,0,2.0,0,0,-4,-2
O=C1c2ccccc2C(=O)N1CCCc1nc2ccccc2c(=O)n1CCCn1ccnc1,104,nt,-6,-2,0.1,1,7,-6,-14
Cc1ccc2[nH]c3c(=O)n(CCC4=CCCCC4)cnc3c2c1,92,0,1,-1,3.5,-1,1,4,-6
O=C(CN1C(=O)COc2ccc(Cl)cc21)N1CCOCC1,99,-13,-9,-3,-0.5,-2,-1,-8,10
N#Cc1ccc(-c2nc3ccc(Br)cc3c(=O)n2O)cc1,144,-9,3,-2,-2.3,1,-10,-5,-12
Cc1cc(C(=O)Nc2ccccn2)cs1,82,-4,-8,-4,3.0,2,-1,-3,4
CCCn1c(O)c(N=NC(=O)c2cccnc2)c2cc(Br)ccc21,131,11,-6,-1,1.4,0,2,0,-16
CCOc1ccc(C(C)C)cc1S(=O)(=O)N1CCN(C(=O)c2ccco2)CC1,107,-31,-24,-6,0.7,4,5,-5,-10
O=C(CCNS(=O)(=O)c1cccc2nsnc12)NCCC1=CCCCC1,106,0,0,-3,-4.1,-1,-8,2,-20
Cc1ccccc1-n1nc2c(c1NC(=O)c1ccc(S(=O)(=O)N(C)C)cc1)CSC2,95,5,13,-1,2.7,1,-3,10,-5
CC(NC(=O)c1ccco1)c1nc(-c2ccc(C(C)(C)C)cc2)no1 (configuration not stated),113,11,9,-2,0.0,-1,0,-2,-1
COc1ccc(OC)c(-c2csc(NC(=O)C3=NNC(=O)CC3)n2)c1,103,6,-2,-1,1.7,1,1,39,-4
CCN(CC)CCCn1c(=S)[nH]c2cc(C(=O)OC)ccc2c1=O,86,-1,-4,1,0.9,-2,0,0,-1
CN(c1ccccc1)S(=O)(=O)c1ccc(Cl)c(C(=O)Nc2ccc(-c3nc4ccccc4[nH]3)cc2)c1,109,2,12,3,3.0,2,-6,23,1
COc1ccccc1CC(=O)Nc1cc(OC)c(NC(=O)c2ccccc2)cc1OC,105,-7,-8,2,7.8,-2,-1,6,-10
CCOc1ccc2nc(SCC(=O)N(CC(C)C)c3c(N)n(Cc4ccccc4)c(=O)[nH]c3=O)[nH]c2c1,104,-8,-14,2,-0.4,4,0,-2,-2
COc1cc(/C=C/C(=O)OCC(=O)NCc2ccco2)ccc1O,101,25,1,-1,-0.8,0,2,-1,-5
O=C(Nc1ccc(F)cc1F)c1ccc(-n2cncn2)nc1,101,2,-1,-3,-0.2,-4,2,4,7
COc1ccc(C(=O)N/N=C/c2cc3ccccc3[nH]c2=S)cc1,84,9,-1,-1,-0.8,-2,3,-43,3
NC(=O)CSc1nnc(NC(=O)c2cccc(S(=O)(=O)N3CCCCC3)c2)s1,90,8,0,-2,-1.7,0,6,2,-3
CCCOc1c(OC)cccc1C1CC(=O)Nc2cc(OC)c(OC)c(OC)c21 (configuration not stated),128,-10,-7,1,-9.3,0,7,-15,-22
COCCOC(=O)C1=C(C)NC2=C(C(=O)CCC2)C1c1cc2c(cc1Br)OCO2 (configuration not stated),98,6,5,-6,2.4,0,-1,6,14
N#Cc1ccccc1NC(=O)COc1ccc2c(c1)OCO2,116,21,8,0,0.6,3,5,-5,-10
CN(CC(=O)Nc1ccccc1Cl)C(=O)COC(=O)c1cnccn1,106,-4,-4,-1,-0.5,-3,-8,-4,7
CCOC(=O)c1ccccc1NC(=O)Cc1c(C(=O)O)n(C)c2ccccc12,103,8,-13,-5,2.4,-1,-6,i,-4
c1ccc2sc(NCC3CCCO3)nc2c1 (configuration not stated),67,18,-26,2,-2.7,0,7,-2,-11
CCOc1ccc(S(=O)(=O)N2CCC(C(=O)N3CCCC3)CC2)cc1C,103,2,-21,-2,-0.1,-2,1,-15,-12
COCCSc1nnc(NC(=O)C2CC(=O)N(c3ccccc3)C2)s1 (configuration not stated),98,7,-3,-2,-1.1,-3,1,7,2
O=C(COc1ccc(Cl)cc1)Nc1ccc2c(c1)CCC2,97,-12,2,-3,3.4,0,-3,-5,-1
CC(=O)c1cccc(NC(=O)CSc2nnc(C(C)N(C)C)n2-c2ccc(F)cc2)c1 (configuration not stated),98,-2,3,6,-6.6,0,-4,-7,-3

# An excerpt of these results, with tabs:
smiles	CR mimetic SO	GASC-1 inh	ZTA counter	PP1 counter	PP5 inh	TPT1 inhibitor	CTSL1 counter	core dimer inh	EBNA-1 inh
COc1cc(/C=C/C(=O)OCC(=O)NCc2ccco2)ccc1O	101	25	1	-1	-0.8	0	2	-1	-5
CC(=O)c1cccc(NC(=O)CSc2nnc(C(C)N(C)C)n2-c2ccc(F)cc2)c1 (configuration not stated)	98	-2	3	6	-6.6	0	-4	-7	-3

# Entries listed so far shown as hits in GASC-1 inh.
Structure,GASC-1 inh,PP5 inh,TPT1 inhibitor,core dimer inh,EBNA-1 inh
NC(=O)C1CCN(C(=O)c2cnn(-c3ccccc3)c2NC(=O)c2cccc(F)c2)CC1,75*,2.0,0,-4,-2

# Additional entries follow:
SMILES,CR mimetic SO,GASC-1 inh,ZTA counter,PP1 counter,PP5 inh,TPT1 inhibitor,CTSL1 counter,core dimer inh,EBNA-1 inh
CCOC(=O)CC1C(=O)NCCN1C(=O)NC1CCCCC1 (configuration not stated),135,1,-34,2,5.2,-1,-1,-3,-15
CCC(=O)c1ccc(OCC(=O)N2CCN(C(=O)c3ccccc3)CC2)cc1,95,1,-1,2,0.3,nt,nt,nt,nt
Cc1cc(OCC[N+]2(C)CCCCC2)nc2ccccc12,99,-8,0,-1,-1.5,-2,2,-1,0
COc1ccc(-c2nc3n(c2C)Cc2ccccc2-3)cc1,78,1,8,4,1.3,-1,-2,-11,12
CN(C)/C=C(\C#N)S(=O)(=O)c1ccccc1,97,-12,-1,-2,-1.5,0,4,-2,-10
O=C(Nc1ccccc1Cl)N(Cc1nc2ccccc2c(=O)[nH]1)Cc1cccs1,110,4,-3,3,4.1,-2,-1,-2,-7
Cc1nc(CSc2ccc(Br)cc2)cs1,92,-11,8,3,-1.8,1,4,3,9
CSc1ccccc1NC(=O)CNCCCN1CCOCC1,107,1,2,-4,-1.1,2,-3,-3,-3
COC(=O)c1c(-c2c(Cl)cccc2Cl)noc1NC(=O)N(C)C,110,11,6,-4,1.0,4,0,-6,-5
CCc1ccc(NC(=O)/C(C#N)=C\c2ccc(OC)c(C(=O)O)c2)cc1,105,-14,7,3,2.0,1,-3,10,-4
CC(=O)Nc1ccc(S(=O)(=O)Nc2ccccc2N2CCOCC2)cc1,129,-1,-8,10,-2.2,nt,nt,nt,nt
Cc1cc(C)c(S(=O)(=O)NNC(=O)C2CCN(Cc3ccccc3)CC2)c(C)c1,95,-3,-5,-4,1.4,-1,0,-1,-8
O=C(O)c1cc(S(=O)(=O)NC2CCCc3ccccc32)ccc1O (configuration not stated),95,5,-8,-2,1.7,-4,2,-21,7
CCOC(=O)c1ccc(N2Cc3ccccc3C2)cc1O,112,9,-21,9,4.4,1,1,20,-8
